# Bfl-1 inhibitors = Bfl-1 inhibitors, primary screen, biochemical, fluorescence polarization, FITC-Bid, mouse (AID 432). FITC-Bid BH3 peptide fluorescence polarization displacement; higher % means a stronger effect. one-dose displacement, % at 20 µM; IC50 in µM for titrated hits. 0.02% of 64,000 active; in the data active means a potency from the dose series; inactive means the rest, 99 in 100 with displacement below about 15%; further: strong numbers were not always called active
# Spn PMK inh = blocks S. pneumoniae phosphomevalonate kinase | purified PMK, PK/LDH-coupled NADH absorbance 340 nm | inhibition, % at 10 µM | 0.49% of 65,000 active | AID 539;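 active means top-ranked compounds by inhibition in the single 10 µM screen, taking a fixed number of the strongest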;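 further: 0% = full reaction with DMSO carrier and 100% = background rate without enzyme reaction; no value below 0 was filed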
# Spn DPM-DC inh = blocks S. pneumoniae diphosphomevalonate decarboxylase; purified DPM-DC, PK/LDH coupled NADH fluorescence; calls only at 10 µM; 0.49% of 65,000 active; AID 556;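 active means the 320 compounds with the highest percent inhibition in the single-dose primary screen, excluding strongly autofluorescent ones, cut at about 32% in these data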;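 further: kinetic rate of NADH fluorescence loss reporting ADP formed by the decarboxylase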
# LYP inhibition = inhibition of human PTPN22 tyrosine phosphatase – biochemical, DiFMUP fluorescence, recombinant catalytic domain, 10 µM, primary screen (AID 606); recombinant LYP catalytic domain, DiFMUP fluorescence; higher % means a stronger effect; one-dose inhibition, % at 10 µM; IC50 in µM for titrated hits; 52,000 tested, under 10 active;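 active means IC50 under 40 µM in the dose-response test; inactive means IC50 of 40 µM or more, or never dose-tested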
# HT1080 cytotoxicity = HT1080 cell viability loss – fluorescence readout (AID 620) | HT1080 viability, fluorescence; higher % means a stronger effect | 0.42% of 87,000 active | one-dose cytotoxicity, % at 10 µM; EC50 in µM for titrated hits;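 further: cells exposed to compound overnight then 4 h with Alamar Blue; 0% = vehicle DMSO and 100% = killing control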
# HPDE-C7 cytotoxicity = cytotoxicity in HPDE-C7 cells, cell-based, fluorescence, HTS (AID 430); HPDE-C7 pancreatic duct cells viability, fluorescence; higher % means a stronger effect; 1.8% of 63,000 active; one-dose cytotoxicity, % at 10 µM; EC50 in µM for titrated hits;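 further: cells exposed to compound for 48 hours before viability readout; 0% = vehicle and 100% = reference cytotoxic drug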
# TNAP inhibition = inhibition of tissue-nonspecific alkaline phosphatase – biochemical, luminescent (AID 518). purified TNAP enzyme, luminescent substrate readout; higher % means a stronger effect. one-dose inhibition, % at 20 µM; IC50 in µM for titrated hits. 0.09% of 64,000 active; in the data active means a potency from the dose series; inactive means the rest, 99 in 100 with inhibition below about 22%;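 further: plate controls were vehicle for no effect and reference inhibitor for full effect; many of its hits are not listed in these tables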
# KRASV12 cytotoxicity = cytotoxicity in KRAS-transformed pancreatic duct cells, primary screen, cell-based, fluorescence, HTS (AID 431); 1.7% of 63,000 active; HPDE-C7K KRASV12 cells, Alamar Blue viability, 48 h; higher % means a stronger effect; cytotoxicity, % at 10 µM; hits with a dose series show EC50 in µM;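 active means compounds whose percent cytotoxicity in the single-dose primary screen, scaled between solvent and toxic-drug controls, exceeds 50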;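 further: 0% = DMSO solvent wells and 100% = doxorubicin-treated wells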
# MK inhibit = blocks S. pneumoniae mevalonate kinase. AID 555. purified MK, PK/LDH-coupled NADH absorbance 340 nm. inhibition, % at 10 µM. 0.48% of 65,000 active;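 active means ranked among the strongest by inhibition in the single 10 µM screen, a fixed top-ranked set picked for dose follow-up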; further: no value below 0 was filed
# Spn PMK inh pilot replicates = also measured in Spn PMK inh; calls as there; inhibition, %; measured here: pilot screen replicates
# MK inhibit pilot replicates = also measured in MK inhibit; calls as there; inhibition, %; measured here: pilot screen replicates
# Spn DPM-DC inh pilot screen % = further read-out of Spn DPM-DC inh, marked with its call; inhibition, %; measured here: pilot screen trials
# * marks the source's active call; other numbers are inactive results; i = inactive; / = not tested or not shown. Unless noted, no stated cut-off is given here; in the data, active means cytotoxicity above about 50%; inactive means the rest. Only part of the results is shown; count on the stated rates, not on these rows.
SMILES,Bfl-1 inhibitors,Spn PMK inh,Spn DPM-DC inh,LYP inhibition,HT1080 cytotoxicity,HPDE-C7 cytotoxicity,TNAP inhibition,KRASV12 cytotoxicity,MK inhibit,others
Cc1nc2ccccc2c(=O)n1-c1cccnc1,-3.1%,6.0,i,8.6%,-6.3%,7.5%,3.7%,-12.7%,13.0,
CCN1CCN(c2nc3c(c(=O)[nH]2)CCCC3)CC1,-8.1%,8.0,i,9.0%,6.7%,7.4%,8.6%,11.9%,5.0,
Cc1cccn2c(NCC3CCCO3)c(C(C)C)nc12 (stereo not given),-1.6%,0.0,/,5.1%,20.2%,-4.6%,5.6%,-4.6%,2.0,
CCC/C(=N\O)c1c[nH]c2ccccc12,-7.2%,0.0,i,8.4%,-0.9%,-8.2%,3.6%,10.6%,5.0,
COc1cc(CC2C(=O)N(C)C(=O)N(C)C2=O)ccc1OCc1ccccc1,-2.8%,6.0,i,2.6%,-2.3%,-9.2%,3.3%,-12.5%,3.0,
O=C(CCCCCn1c(=S)[nH]c2ccccc2c1=O)N1CCC2(CC1)OCCO2,1.8%,13.0,i,-14.1%,4.5%,0.2%,8.7%,0.9%,3.0,
Cc1nc2cc(-c3ccc(Cl)cc3)nn2c(C)c1CCC(=O)N1CCC2(CC1)OCCO2,-0.6%,5.0,i,/,5.8%,-18.6%,-1.6%,-11.5%,3.0,
O=C1NC(=O)C2(Cc3ccccc3N3CCCC32)C(=O)N1c1ccc(Cl)cc1 (stereo not given),-0.7%,9.0,i,-3.1%,-2.1%,0.6%,13.2%,5.5%,11.0,
O=C1CC(=O)N(c2ccc(Cl)cc2Cl)C(=O)N1,-5.1%,5.0,i,7.1%,2.1%,-6.0%,13.4%,-0.6%,6.0,
Cc1cccnc1NC1=NCC(C)S1 (stereo not given),-0.9%,5.0,i,13.8%,-3.4%,-19.4%,8.5%,-4.9%,0.0,
CCC(=NCc1cccnc1)c1c(O)n(Cc2ccccc2)c(=O)[nH]c1=O,2.7%,10.0,i,1.6%,-0.5%,7.7%,5.2%,2.1%,3.0,
COC(=O)C(C)Oc1cc(C)cc2oc(=O)c3c(c12)CCC3 (stereo not given),-4.8%,7.0,/,-9.2%,7.2%,1.7%,9.2%,20.3%,6.0,
Clc1cccc(CN2CCCCC2c2cccnc2)c1 (stereo not given),2.7%,1.0,i,14.9%,-21.5%,-15.5%,13.0%,-7.2%,4.0,
CC1OC(NCCc2ccccc2)C(O)C(O)C1O (stereo not given),-5.6%,14.0,i,/,-1.9%,-0.1%,2.0%,-7.0%,9.0,
CCNCC1(c2ccc(OC)c(OC)c2)CCCC1,-5.8%,0.0,i,/,13.6%,-11.5%,-0.4%,-5.3%,1.0,
CC12CN3CCN(CC(C3)C1O)C2 (stereo not given),-3.2%,0.0,i,19.4%,10.2%,-2.6%,10.6%,-7.9%,3.0,
CC(=NCC1CCCO1)c1c(O)n(Cc2ccccc2)c(=O)[nH]c1=O (stereo not given),-5.8%,8.0,i,0.1%,9.5%,1.7%,7.7%,-6.0%,2.0,
COCCCNC(=O)c1c(NC(=O)c2ccco2)n(Cc2ccccc2)c2nc3ccccc3nc12,1.9%,11.0,/,16.9%,-5.5%,20.5%,-4.3%,22.0%,7.0,
CN1CCC(O)(c2ccccc2)C2CCCC21 (stereo not given),1.9%,0.0,i,1.5%,3.3%,-8.4%,13.5%,-4.0%,0.0,
COc1ccc(CN2CCN(C(=O)COc3cccc(C)c3)CC2)c(OC)c1,-1.0%,8.0,i,-5.8%,8.2%,-4.3%,-9.6%,-3.8%,33.0,

# Molecules from the list above that contain a halogen:
SMILES,Bfl-1 inhibitors,Spn PMK inh,Spn DPM-DC inh,LYP inhibition,HT1080 cytotoxicity,HPDE-C7 cytotoxicity,TNAP inhibition,KRASV12 cytotoxicity,MK inhibit,others
Cc1nc2cc(-c3ccc(Cl)cc3)nn2c(C)c1CCC(=O)N1CCC2(CC1)OCCO2,-0.6%,5.0,i,/,5.8%,-18.6%,-1.6%,-11.5%,3.0,
O=C1NC(=O)C2(Cc3ccccc3N3CCCC32)C(=O)N1c1ccc(Cl)cc1 (stereo not given),-0.7%,9.0,i,-3.1%,-2.1%,0.6%,13.2%,5.5%,11.0,
O=C1CC(=O)N(c2ccc(Cl)cc2Cl)C(=O)N1,-5.1%,5.0,i,7.1%,2.1%,-6.0%,13.4%,-0.6%,6.0,
Clc1cccc(CN2CCCCC2c2cccnc2)c1 (stereo not given),2.7%,1.0,i,14.9%,-21.5%,-15.5%,13.0%,-7.2%,4.0,

# Going on with the list.
SMILES,Bfl-1 inhibitors,Spn PMK inh,Spn DPM-DC inh,LYP inhibition,HT1080 cytotoxicity,HPDE-C7 cytotoxicity,TNAP inhibition,KRASV12 cytotoxicity,MK inhibit,others
Oc1ccc(CC2CC3CCN2CC3)cc1O (stereo not given),-0.8%,8.0,i,2.1%,22.4%,-1.2%,45.2%,6.7%,8.0,
COc1cc(C2NCc3ccccc3-n3cccc32)ccc1O (stereo not given),-10.5%,5.0,i,/,1.7%,-7.5%,4.5%,3.2%,2.0,Spn PMK inh pilot replicates=5.5;MK inhibit pilot replicates=0.5;Spn DPM-DC inh pilot screen %=3.5
Cc1nc2cc(C(F)(F)F)ccc2n1C1CCN(Cc2nnnn2Cc2ccc3c(c2)OCO3)CC1,0.1%,4.0,i,-8.0%,-5.2%,8.54µM*,12.3%,8.93µM*,7.0,
O=c1[nH]c(=O)n(Cc2ccc(F)cc2)c(O)c1C=NCCN1CCCCC1,-0.4%,10.0,i,-0.3%,-1.5%,-3.3%,7.7%,-1.4%,11.0,
CC(=NCCCN1CCOCC1)c1c(O)n(Cc2ccccc2)c(=O)[nH]c1=O,-6.8%,7.0,i,/,-13.5%,-10.3%,3.3%,-7.5%,0.0,
O=C(COc1ccc(Cl)cc1)N1CCN(Cc2ccccc2)CC1,-7.0%,4.0,i,/,4.5%,-3.7%,10.4%,7.2%,9.0,
O=c1[nH]c(=O)n(CCC2=CCCCC2)c(O)c1C=NC1CCN(Cc2ccccc2)CC1,-17.8%,0.0,i,14.3%,-20.9%,5.9%,7.1%,10.4%,4.0,
O=C(c1ccc2c(=O)n(Cc3ccc4c(c3)OCO4)c(=S)[nH]c2c1)N1CCC2(CC1)OCCO2,-3.0%,9.0,i,/,9.0%,-6.0%,0.4%,-8.0%,5.0,
CCOC(=O)c1cccc([P+](=O)O)c1,-1.0%,0.0,i,4.6%,-7.2%,9.0%,15.3%,7.5%,0.0,Spn PMK inh pilot replicates=3.5;MK inhibit pilot replicates=3.5;Spn DPM-DC inh pilot screen %=0.0
O=c1[nH]c(=O)n(C2CCCCC2)c(O)c1C=NCCCn1ccnc1,-5.3%,0.0,i,10.2%,-6.9%,-6.6%,9.8%,2.6%,10.0,
OC1(c2ccc(F)cc2)CCNC1 (stereo not given),2.3%,1.0,i,6.5%,-2.2%,0.7%,13.2%,-0.6%,0.0,
Cc1nn(Cc2ccccc2)c(C)c1C(=O)OCC(=O)Nc1ccccc1SCC#N,-8.5%,14.0,i,/,5.2%,-5.4%,7.2%,7.4%,7.0,
COc1cccc(C2=NOC(C(=O)N3CCC4(CC3)OCCO4)C2)c1 (stereo not given),6.6%,8.0,i,6.5%,1.4%,5.1%,14.7%,-10.8%,0.0,
CCOC(=O)C1=C(N)Oc2c(c(=O)oc3ccccc23)C12C(=O)N(C)c1ccccc12 (stereo not given),-11.5%,14.0,i,14.0%,-0.5%,-9.9%,6.1%,7.4%,8.0,
O=C(Cn1ncc2c3ccccc3n(Cc3ccccc3)c2c1=O)N1CCC2(CC1)OCCO2,-4.8%,18.0,i,-5.7%,-0.1%,-1.4%,4.5%,7.8%,0.0,
Cn1ccnc1P(=S)(c1nccn1C)N1CCOCC1,-6.4%,18.0,i,9.7%,1.5%,-8.6%,8.0%,-11.2%,0.0,
CCCCCCn1c(O)c(C=NCCCn2ccnc2)c(=O)[nH]c1=O,-4.3%,7.0,i,/,-3.5%,-5.6%,9.8%,0.8%,0.0,
CC1CCC(C(C)C)C(OP(N)(=O)c2ccccc2)C1 (stereo not given),0.4%,2.0,i,3.3%,-3.5%,-16.1%,9.6%,-0.2%,4.0,
COc1ccc(CN2CCN(C(=O)Cc3ccccc3)CC2)c(OC)c1,-2.3%,0.0,i,-0.5%,-9.7%,-26.2%,-0.9%,-0.5%,52.0*,Spn PMK inh pilot replicates=1.5;MK inhibit pilot replicates=3.5*;Spn DPM-DC inh pilot screen %=4.0
Cc1ccc2nc3c(cc2c1)CC1(C(=O)N(C)C(=O)N(C)C1=O)C1COCCN31 (stereo not given),-4.8%,6.0,i,/,9.8%,-1.2%,7.3%,-0.7%,1.0,
Cc1oc(-c2ccc(Cl)cc2)nc1CS(=O)CC(=O)N1CCC2(CC1)OCCO2 (stereo not given),-3.1%,4.0,i,/,-0.1%,-17.7%,0.8%,-19.8%,1.0,
CC12CN3CC(C)(CN(C1)C3c1ccco1)C2=O (stereo not given),-6.2%,10.0,i,/,0.3%,-10.1%,7.7%,-1.6%,6.0,
CCN(CC)CCCN=C(C)c1c(O)n(-c2ccc(C)cc2)c(=O)[nH]c1=O,-3.4%,11.0,i,5.3%,12.5%,-7.9%,6.4%,4.0%,5.0,
Cc1ccc2c(c1)C1CN(C)CCC1N2C(=O)COc1ccc(S(=O)(=O)N2CCOCC2)cc1 (stereo not given),-4.2%,10.0,i,/,1.6%,-7.3%,1.5%,-6.3%,6.0,
O=C(Nc1ccccc1)NC1CC2CCC(C1)N2 (stereo not given),-0.8%,18.0,i,-0.1%,-10.5%,-2.7%,0.5%,-3.6%,5.0,
CSc1ccc(CNC2CN3CCC2CC3)cc1 (stereo not given),2.7%,4.0,i,-5.8%,-2.3%,-5.8%,5.3%,-3.2%,3.0,Spn PMK inh pilot replicates=2.5;MK inhibit pilot replicates=0.0;Spn DPM-DC inh pilot screen %=0.0
Cc1cccc(N2C(=O)CC(=O)NC2=O)c1,2.1%,0.0,i,-4.5%,8.4%,-10.5%,13.9%,4.6%,12.0,
O=c1[nH]c2ccccc2n1C1CCN(CCCC(c2ccc(F)cc2)c2ccc(F)cc2)CC1,-1.8%,10.0,i,19.8%,91.3%*,13.6µM*,10.1%,18.9µM*,5.0,Spn PMK inh pilot replicates=6.5;MK inhibit pilot replicates=3.0;Spn DPM-DC inh pilot screen %=2.5
c1ccc2sc(C3CCCNC3)nc2c1 (stereo not given),0.3%,20.0,i,6.2%,4.8%,/,15.5%,/,2.0,
O=C1OCCN1P(=O)(c1ccccc1)c1ccccc1,9.8%,3.0,i,4.2%,13.5%,-16.1%,3.8%,-3.2%,7.0,
CCN(CC)P(=O)(Oc1cccc(C)c1)N(CC)CC,-3.4%,0.0,i,24.6%,-14.9%,-14.1%,10.2%,-6.2%,11.0,
CCOc1ccccc1-n1c(O)c(C=NCCCN(CC)CC)c(=O)[nH]c1=O,-0.1%,8.0,i,18.5%,17.8%,-29.1%,10.1%,-11.4%,8.0,

# Assay outcomes deposited in PubChem BioAssay by several laboratories.
